CCR6 antag = antagonists of human CCR6 receptor; P51684; CHO-K1 CCR6 PathHunter beta-arrestin, luminescence, CCL20-stimulated; inhibition, % at 20 µM; 340,000 compounds, 0.49% hits;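 active = compounds whose inhibition of the agonist-driven luminescence signal at 20 µM reaches about 50%, limit read from the data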;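 also: cells stimulated with CCL20 at 14 nM final; plate controls were DMSO with CCL20 for no effect and DMSO without agonist for full effect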
APOBEC3G inh = inhibitors of human APOBEC3G DNA deaminase; recombinant A3G, ssDNA deamination FAM/TAMRA fluorescence; inhibition, % at 20 µM; 330,000 compounds, 0.28% hits; AID 493012;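 active = inhibition of at least 40% at 20 µM, with no more than 30% in the related APOBEC3A deaminase screen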;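 also: plate controls were DMSO wells with A3G for no effect and wells lacking A3G enzyme for full effect; some compounds called inactive have numbers as strong as hits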
Target sequence (Q9HC16 whole entry, looked up): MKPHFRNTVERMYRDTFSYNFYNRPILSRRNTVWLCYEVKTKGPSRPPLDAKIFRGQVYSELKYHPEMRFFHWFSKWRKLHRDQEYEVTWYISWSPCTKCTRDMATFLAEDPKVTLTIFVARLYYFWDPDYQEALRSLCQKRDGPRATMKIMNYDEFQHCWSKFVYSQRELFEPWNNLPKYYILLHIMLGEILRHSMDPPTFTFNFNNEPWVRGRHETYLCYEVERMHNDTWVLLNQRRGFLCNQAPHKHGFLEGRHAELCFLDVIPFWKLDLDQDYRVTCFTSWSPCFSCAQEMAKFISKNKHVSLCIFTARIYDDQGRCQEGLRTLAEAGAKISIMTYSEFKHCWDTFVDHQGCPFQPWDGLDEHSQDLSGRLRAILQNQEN
CXCR6 block = inhibitors of human CXCR6 receptor | O00574 | CHO-K1 PathHunter CXCR6 beta-arrestin, luminescence | inhibition, % at 20 µM | 360,000 compounds, 0.36% hits | AID 602244; in the data active = inhibition above about 34%, passing the limit was not always enough;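 also: antagonist mode with CXCL16 agonist at 10 nM final; 0% = 10 nM CXCL16 with DMSO and 100% = unstimulated wells without agonist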
Target sequence (O00574 whole entry, looked up): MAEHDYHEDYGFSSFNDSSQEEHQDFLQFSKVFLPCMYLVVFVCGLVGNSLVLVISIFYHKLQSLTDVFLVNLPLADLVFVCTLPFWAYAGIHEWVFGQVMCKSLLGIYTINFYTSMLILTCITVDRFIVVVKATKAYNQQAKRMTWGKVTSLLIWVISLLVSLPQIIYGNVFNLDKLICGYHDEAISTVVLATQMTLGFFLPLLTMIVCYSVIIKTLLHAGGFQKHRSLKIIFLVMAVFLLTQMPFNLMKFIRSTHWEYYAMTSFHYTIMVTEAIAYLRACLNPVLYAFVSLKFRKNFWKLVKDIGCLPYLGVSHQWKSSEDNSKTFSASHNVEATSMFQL
GRIN3A LBD mod = modulators (binders) of human NR3A ligand-binding domain; NR3A LBD differential scanning fluorimetry, Tm shift; 0% = protein alone, 100% = glycine-bound protein; Tm shift relative to glycine control, % at 25 µM; 340,000 compounds, 2.5% hits;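 active = melting temperature shift of at least 10% of the positive control shift, at one fixed dose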
APOBEC3A inh = inhibitors of human APOBEC3A DNA deaminase | P31941 | recombinant A3A, FAM/TAMRA ssDNA deamination fluorescence | inhibition, % at 20 µM | 330,000 compounds, 0.41% hits | AID 493011;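 active = at least 40% inhibition at 20 µM here, with at most 30% in a related deaminase screen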;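 also: plate controls were A3A with DMSO for no effect and wells lacking A3A enzyme for full effect; some results filed as inactive read as strong as hits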
Target sequence (P31941 whole entry, looked up): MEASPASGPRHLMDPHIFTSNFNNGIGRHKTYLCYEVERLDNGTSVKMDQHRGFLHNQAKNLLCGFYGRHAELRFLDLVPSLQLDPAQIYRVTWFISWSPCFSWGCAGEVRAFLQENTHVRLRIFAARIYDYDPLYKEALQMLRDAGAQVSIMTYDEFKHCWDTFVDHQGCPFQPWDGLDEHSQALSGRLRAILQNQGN
MPTP block = blocks calcium-induced mitochondrial swelling; isolated mouse mitochondria, Ca2+ swelling absorbance, 30 min; inhibition, % at 10 µM; 360,000 compounds, 1.4% hits;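 active = inhibition of 50% or more, scaled per plate between neutral and stimulator controls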;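 also: 0% = DMSO wells given calcium and 100% = 1 mM EGTA wells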
EBI2 block = EBI2 (human) antagonism; inhibition, % at 5 µM; 360,000 compounds, 0.81% hits; EBI2 beta-arrestin recruitment, luminescence, 7a,25-OHC stimulated; AID 651636; in the data active = inhibition above about 38%;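 also: enzyme fragment complementation signal reports receptor beta-arrestin coupling in cells; 0% = agonist plus DMSO wells and 100% = wells without agonist; some results beyond the cut were filed as inactive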
Gli-Sufu block = antagonists of Gli-Sufu signaling; Sufu-KO-LIGHT fibroblasts, Gli luciferase reporter luminescence; inhibition, % at 5 µM; 340,000 compounds, 0.74% hits; AID 588413;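 active = inhibition above about 55%, limit read from the data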;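 also: 0% = DMSO-treated cells and 100% = wells with medium but no cells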
* = called active by the depositor. An unsorted share of the library. Share with any hit: about 5.8%.

`COCCCN(C(=O)c1cccnc1SC)c1c(N)n(Cc2ccccc2)c(=O)[nH]c1=O` gave CCR6 antag 8, APOBEC3G inh -2, CXCR6 block -4, GRIN3A LBD mod 0, APOBEC3A inh 0, MPTP block 1.0, EBI2 block -16 and Gli-Sufu block 3.
`CC(Sc1nncn1C)C(=O)NCc1ccc2c(c1)OCO2` (centres undefined) gave CCR6 antag -5, APOBEC3G inh -12, CXCR6 block -6, GRIN3A LBD mod 1, APOBEC3A inh 3, MPTP block 0.0, EBI2 block 3 and Gli-Sufu block -5.
COCCNC(=O)c1onc(CSc2cc(C)ccc2C)c1C(=O)O was read as CCR6 antag 12, APOBEC3G inh 2, CXCR6 block -3, GRIN3A LBD mod -1, APOBEC3A inh 5, MPTP block -1.1, EBI2 block 5 and Gli-Sufu block -1.
`CN(CCC#N)C(=O)COC(=O)c1ccc(Cl)c(S(=O)(=O)N(C)c2ccccc2)c1` gave CCR6 antag -14, APOBEC3G inh -8, CXCR6 block -8, GRIN3A LBD mod -1, APOBEC3A inh 0, MPTP block 0.9, EBI2 block -7 and Gli-Sufu block -1.
Screening Cc1cc(N2CCc3ccccc32)n2ncnc2n1 returned CCR6 antag -3, APOBEC3G inh -6, CXCR6 block 1, GRIN3A LBD mod -1, APOBEC3A inh 3, MPTP block 0.2, EBI2 block -5 and Gli-Sufu block 7.
COc1ccc(-c2nc(C(N)=O)c3[nH]c(=O)n(-c4ccccc4OC)c3n2)c(OC)c1 was read as CCR6 antag 3, APOBEC3G inh -1, CXCR6 block -2, GRIN3A LBD mod -1, APOBEC3A inh -2, MPTP block -0.3, EBI2 block -7 and Gli-Sufu block 2.
For Cc1ccccc1CC(=O)Nc1cccnc1 the results were CCR6 antag -10, APOBEC3G inh 3, CXCR6 block -4, GRIN3A LBD mod 0, APOBEC3A inh 4, MPTP block -1.0, EBI2 block -4 and Gli-Sufu block 21.
Screening CCCCOCCCNC(=O)Cc1cccs1 returned CCR6 antag -4, APOBEC3G inh -2, CXCR6 block 3, GRIN3A LBD mod 11*, APOBEC3A inh 8, MPTP block 0.2, EBI2 block -15 and Gli-Sufu block -3.
CSc1ccc(NC(=O)N2CCC(C(=O)c3ccc(F)cc3)CC2)cc1 was read as CCR6 antag 9, APOBEC3G inh -3, CXCR6 block -5, GRIN3A LBD mod -1, APOBEC3A inh 3, MPTP block 1.2, EBI2 block 64* and Gli-Sufu block -10.
`CC(C)(C)NS(=O)(=O)c1ccc(NC(=S)NC(=O)C2CCC2)cc1` gave CCR6 antag 8, APOBEC3G inh -5, CXCR6 block 2, GRIN3A LBD mod -3, APOBEC3A inh -3, MPTP block -1.1, EBI2 block -4 and Gli-Sufu block 27.
For O=C(NC1CCCCCC1)c1nnc(Cc2ccc(Cl)cc2)o1 the results were CCR6 antag -4, APOBEC3G inh -7, CXCR6 block 5, GRIN3A LBD mod 0, APOBEC3A inh -1, MPTP block 0.6, EBI2 block 10 and Gli-Sufu block 9.
`O=C(Nc1ccccc1)c1cc(S(=O)(=O)N2CCSCC2)ccc1Cl` gave CCR6 antag 7, CXCR6 block -6, GRIN3A LBD mod -2, MPTP block -0.3, EBI2 block -2 and Gli-Sufu block 5.
For Cc1c(NC(=O)c2ccccc2NS(=O)(=O)c2ccc(Br)cc2)c(=O)n(-c2ccccc2)n1C the results were CCR6 antag 16, APOBEC3G inh 4, CXCR6 block 6, GRIN3A LBD mod -6, APOBEC3A inh 3, MPTP block 2.3, EBI2 block -7 and Gli-Sufu block 16.
COc1ccc(S(=O)(=O)Oc2cccc(/C=N/N=C3/NC(=O)C(CC(=O)O)S3)c2)cc1 (centres undefined) was read as CCR6 antag 6, APOBEC3G inh -4, CXCR6 block 2, GRIN3A LBD mod 0, APOBEC3A inh -1, MPTP block 0.1, EBI2 block 8 and Gli-Sufu block -6.
Screening Cc1ccc(NC(=S)NC(=O)c2ccccc2)cc1NC(=S)NC(=O)c1ccccc1 returned CCR6 antag 37, CXCR6 block 12, GRIN3A LBD mod -11, MPTP block 0.0, EBI2 block 7 and Gli-Sufu block -28.
Screening O=C(NCCC1=CCCCC1)c1ccc([N+](=O)[O-])cc1 returned CCR6 antag -1, APOBEC3G inh -3, CXCR6 block -7, GRIN3A LBD mod -1, APOBEC3A inh 2, MPTP block 1.4, EBI2 block 7 and Gli-Sufu block -83.
Screening Cc1[nH]c2ccc3c(ncn3CCC#N)c2c1C returned CCR6 antag -3, APOBEC3G inh 1, CXCR6 block 0, GRIN3A LBD mod 1, APOBEC3A inh 4, MPTP block -1.3, EBI2 block -1 and Gli-Sufu block 0.
Screening COCCn1c(SCc2ccc(Cl)cc2)nc2c1c(=O)[nH]c(=O)n2C returned CCR6 antag 11, APOBEC3G inh -4, CXCR6 block -2, GRIN3A LBD mod -2, APOBEC3A inh 0, MPTP block 1.4, EBI2 block -13 and Gli-Sufu block 4.
COc1cc2c(cc1OC)C(C1C(=O)CCCC1=O)N(C(=O)CCl)CC2 (centres undefined) was read as CCR6 antag -3, APOBEC3G inh -3, CXCR6 block 6, GRIN3A LBD mod -1, APOBEC3A inh 0, MPTP block 0.4, EBI2 block -6 and Gli-Sufu block 1.
CCc1nnc(NC(=O)CN2CCCC(C)C2)s1 (centres undefined) was read as CCR6 antag 8, APOBEC3G inh -9, CXCR6 block 5, GRIN3A LBD mod 1, APOBEC3A inh -3, MPTP block 3.1, EBI2 block -6 and Gli-Sufu block -3.
For COc1ccc(-c2noc3c2-c2nc(-c4ccccc4Cl)sc2CC3)cc1 the results were CCR6 antag 13, APOBEC3G inh -5, CXCR6 block 5, GRIN3A LBD mod -6, APOBEC3A inh -1, MPTP block 0.6, EBI2 block 11 and Gli-Sufu block -3.
Screening Cc1cc(/C=C2\SC(=S)NC2=O)cc(C)c1O returned CCR6 antag 24, APOBEC3G inh 3, CXCR6 block 9, GRIN3A LBD mod -8, APOBEC3A inh 4, MPTP block 0.8, EBI2 block -9 and Gli-Sufu block -8.
O=c1cc(O)c2ccc(O)cc2o1 was read as CCR6 antag 1, APOBEC3G inh -10, CXCR6 block -4, GRIN3A LBD mod -2, APOBEC3A inh -5, MPTP block -1.8, EBI2 block -3 and Gli-Sufu block 3.
Screening CC(C)C(=O)NNC(=O)CSc1nc(C2CCCCC2)nc2ccccc12 returned CCR6 antag 7, APOBEC3G inh 7, CXCR6 block -4, GRIN3A LBD mod -11, APOBEC3A inh 2, MPTP block -1.9, EBI2 block 6 and Gli-Sufu block -8.
`Cn1c(CSc2nc3ccccc3s2)nnc1SCC(=O)NCc1cccnc1` gave CCR6 antag 2, APOBEC3G inh -4, CXCR6 block -9, GRIN3A LBD mod 0, APOBEC3A inh -1, MPTP block 0.3, EBI2 block -1 and Gli-Sufu block 10.
`C[C@H](CO)N1C[C@H](C)[C@@H](CN(C)C(=O)Nc2ccc(C(F)(F)F)cc2)Oc2ccc(NC(=O)Nc3ccc(C(F)(F)F)cc3)cc2C1=O` gave CCR6 antag -9, APOBEC3G inh -5, CXCR6 block -9, GRIN3A LBD mod 10*, APOBEC3A inh -1, MPTP block -1.0, EBI2 block -5 and Gli-Sufu block -7.
`Cn1cnc2c1c(=O)n(CC(O)CO)c(=O)n2C` (centres undefined) gave CCR6 antag -1, APOBEC3G inh -2, CXCR6 block 9, GRIN3A LBD mod 0, APOBEC3A inh -2, MPTP block 0.0, EBI2 block -22 and Gli-Sufu block 10.
COC(=O)c1ccsc1NC(=O)c1ccc(Cl)s1 was read as CCR6 antag -6, APOBEC3G inh 2, CXCR6 block -5, GRIN3A LBD mod 3, APOBEC3A inh 2, MPTP block 1.9, EBI2 block 5 and Gli-Sufu block 3.
`Cc1cc(C)n(-c2ccc(C(=O)OCc3ccccc3)cc2)n1` gave CCR6 antag 17, APOBEC3G inh 0, CXCR6 block -4, GRIN3A LBD mod 0, APOBEC3A inh 2, MPTP block -0.2, EBI2 block 28 and Gli-Sufu block -8.
For COc1cccc(CC(=O)Nc2cc(C(F)(F)F)ccc2N2CCCC2)c1 the results were CCR6 antag 20, APOBEC3G inh -1, CXCR6 block -6, GRIN3A LBD mod 0, APOBEC3A inh 17, MPTP block -0.1, EBI2 block 20 and Gli-Sufu block -6.

Among those listed so far, these have a CF3 group:
`C[C@H](CO)N1C[C@H](C)[C@@H](CN(C)C(=O)Nc2ccc(C(F)(F)F)cc2)Oc2ccc(NC(=O)Nc3ccc(C(F)(F)F)cc3)cc2C1=O` gave CCR6 antag -9, APOBEC3G inh -5, CXCR6 block -9, GRIN3A LBD mod 10*, APOBEC3A inh -1, MPTP block -1.0, EBI2 block -5 and Gli-Sufu block -7.
For COc1cccc(CC(=O)Nc2cc(C(F)(F)F)ccc2N2CCCC2)c1 the results were CCR6 antag 20, APOBEC3G inh -1, CXCR6 block -6, GRIN3A LBD mod 0, APOBEC3A inh 17, MPTP block -0.1, EBI2 block 20 and Gli-Sufu block -6.

The list continues:
CCN(C(N)=S)c1ccccc1 was read as CCR6 antag -6, APOBEC3G inh 4, CXCR6 block -5, GRIN3A LBD mod -1, APOBEC3A inh -1, MPTP block -0.9, EBI2 block -5 and Gli-Sufu block -5.
CCN(CC)c1cc(C)c2ccccc2n1 was read as CCR6 antag 1, APOBEC3G inh 16, CXCR6 block 3, GRIN3A LBD mod 3, APOBEC3A inh 57*, MPTP block 1.1, EBI2 block 3 and Gli-Sufu block 7.
c1csc(-c2nn[nH]n2)c1 was read as CCR6 antag 4, APOBEC3G inh -6, CXCR6 block 5, GRIN3A LBD mod 0, APOBEC3A inh -5, MPTP block 1.7, EBI2 block -17 and Gli-Sufu block -14.
`Cc1cc(Cl)cc(C)c1OCC(=O)O` gave CCR6 antag -8, APOBEC3G inh -3, CXCR6 block -2, GRIN3A LBD mod 0, APOBEC3A inh -1, MPTP block -0.5, EBI2 block -5 and Gli-Sufu block -4.
`Cc1cc(C)n(-c2nc(NCC(C)O)c3c4c(sc3n2)CCCC4)n1` (centres undefined) gave CCR6 antag 16, APOBEC3G inh -4, CXCR6 block 4, GRIN3A LBD mod -9, APOBEC3A inh 5, MPTP block 0.5, EBI2 block 1 and Gli-Sufu block -10.
Screening O=C(Cc1c(F)cccc1Cl)Nc1nc2ccccc2s1 returned CCR6 antag -4, APOBEC3G inh -6, CXCR6 block 5, GRIN3A LBD mod -28, APOBEC3A inh -1, MPTP block -1.0, EBI2 block 7 and Gli-Sufu block -42.
`COc1ccc2c(c1)C(CC(=O)NN)CCC2` (centres undefined) gave CCR6 antag 3, CXCR6 block 5, GRIN3A LBD mod 1, MPTP block -1.9, EBI2 block 4 and Gli-Sufu block -18.
O=C(O)CCCCCNC(=O)Nc1ccc2c(c1)OCCO2 was read as CCR6 antag -18, APOBEC3G inh -4, CXCR6 block -22, GRIN3A LBD mod 0, APOBEC3A inh -4, MPTP block -1.6, EBI2 block -18 and Gli-Sufu block -30.
`Cc1cc(C)n(C(=O)CNc2ccc(C)c(C)c2)n1` gave CCR6 antag 15, APOBEC3G inh -7, CXCR6 block -6, GRIN3A LBD mod -2, APOBEC3A inh -2, MPTP block -0.6, EBI2 block 3 and Gli-Sufu block -11.
Screening Cc1cnc(NC(=O)CN2CCN(c3ccccn3)CC2)s1 returned CCR6 antag -18, APOBEC3G inh -1, CXCR6 block 2, GRIN3A LBD mod 1, APOBEC3A inh -2, MPTP block -1.7, EBI2 block -4 and Gli-Sufu block -33.

Entries above containing a cyano group (2):
`CN(CCC#N)C(=O)COC(=O)c1ccc(Cl)c(S(=O)(=O)N(C)c2ccccc2)c1` gave CCR6 antag -14, APOBEC3G inh -8, CXCR6 block -8, GRIN3A LBD mod -1, APOBEC3A inh 0, MPTP block 0.9, EBI2 block -7 and Gli-Sufu block -1.
Screening Cc1[nH]c2ccc3c(ncn3CCC#N)c2c1C returned CCR6 antag -3, APOBEC3G inh 1, CXCR6 block 0, GRIN3A LBD mod 1, APOBEC3A inh 4, MPTP block -1.3, EBI2 block -1 and Gli-Sufu block 0.

Source: PubChem
